# Assay outcomes as filed in PubChem BioAssay.
# Ecoli tolC = growth inhibitors of E. coli tolC mutant, primary screen, strain BW25113 ΔtolC::kan, 384-well | AID 573, 2007 | growth inhibition, % at 10 µM (by protocol) | OD615 | hit rate 2.2% among 65,000;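 active means growth inhibition at or above a cutoff equal to the mean over every tested compound plus 3 SD, cut at about 60% in these data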;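 further: growth measured after 20 h incubation at 37 °C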
#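 Material: E. coli BW25113 ΔtolC::kan, tolC deletion mutant strain. Measure: percent growth inhibition. Schedule: 37 °C, 20 h exposure. Doses: single-point testing at 10 µM. Signal: A615 absorbance measurement. Buffer or medium: kanamycin-containing LB broth (50 µg/mL).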
# M1 agonist = M1 muscarinic receptor agonists, primary screen, CHO-M1 cells, Fluo-4 calcium, agonist mode; Muscarinic acetylcholine receptor M1; Fluo-4 calcium fluorescence; hits give high values; B-score at 10 µM; hit rate 3% among 64,000; AID 626, 2007;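 active means fluorescence rise, raw or as B-score row- and column-corrected plate score, outside the 99.7% band of its plate's samples, either direction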
# NADH enzymes = inhibitors of PK/LDH coupling enzymes, profiling panel, artefact control, biochemical, MLSMR library. AID 774, 2007. hit rate 0.02% among 65,000. coupled PK/LDH NADH assays, four targets. IC50, µM (doses to about 10 µM), for inactives: at the top dose inhibition;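 active means single-dose screening hits from any of four coupled enzyme assays that gave an IC50 when retested across doses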;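 further: the DPM-DC format reads NADH fluorescence rather than 340 nm absorbance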
# Jurkat tox 60K = cytotoxicity toward Jurkat T cells, primary screen, cytotoxicity control, cell-based, Jurkat E6.1, 60K MLSMR library. Jurkat E6.1 viability, ATP luminescence, 48 h. inhibition, % at 4 µM. hit rate 1.2% among 56,000;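 active means inhibition above the mean inhibition of all tested compounds plus 3 SD, cut at about 28% in these data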
# HEK293 NFkB inh = inhibitors of PMA/ionomycin-induced NF-kB reporter, primary screen, antigen receptor NF-kB inhibitor project, cell-based, HEK-293 luciferase reporter, luminescence. HEK-293 NF-kB luciferase reporter. inhibition, % at 3 µM. hit rate 0.21% among 62,000. AID 465, 2006;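 active means inhibition above the mean of all tested compounds plus 3 SD, cut at about 40% in these data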;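 further: 0% = stimulated DMSO wells and 100% = 10 µM reference inhibitor 5653914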
#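 Material: HEK-293 cells with stable firefly luciferase reporter driven by four HIV NF-kB elements / Also added: PMA plus ionomycin mix as NF-kB-activating stimulus / Compound dosing: 3 µM once, 0.30% DMSO / Times: 1 h pretreatment, 16 h stimulation, 37 °C / Signal: luminescence / Evaluation: per-plate % inhibition versus controls / Benchmarks: DMSO and 10 µM reference inhibitor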
# SF1 activator = activators of human SF-1, primary screen, cell-based, CHO-K1, Gal4-SF-1 LBD, luciferase luminescence | CHO-K1 Gal4-SF-1 LBD luciferase reporter; % increase over DMSO SF-1-specific signal | activation, % at 10 µM | hit rate 1.9% among 65,000 | AID 522, 2006;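 active means activation above the mean activation of all tested compounds plus 3 SD, cut at about 50% in these data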
# Target sequence (Q13285 whole entry, looked up, the tested form may be a part): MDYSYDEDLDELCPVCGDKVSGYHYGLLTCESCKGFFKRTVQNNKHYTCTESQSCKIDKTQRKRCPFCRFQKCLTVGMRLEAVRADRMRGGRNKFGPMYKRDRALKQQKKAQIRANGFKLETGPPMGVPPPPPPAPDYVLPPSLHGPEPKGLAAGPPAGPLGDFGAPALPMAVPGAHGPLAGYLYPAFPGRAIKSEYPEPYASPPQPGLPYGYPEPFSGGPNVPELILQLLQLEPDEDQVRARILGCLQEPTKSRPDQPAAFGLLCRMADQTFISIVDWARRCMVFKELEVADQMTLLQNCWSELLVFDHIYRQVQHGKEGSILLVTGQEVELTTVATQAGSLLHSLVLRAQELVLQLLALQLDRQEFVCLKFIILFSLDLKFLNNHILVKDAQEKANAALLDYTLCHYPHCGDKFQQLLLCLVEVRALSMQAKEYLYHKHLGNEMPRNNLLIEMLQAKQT
#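 material = CHO-K1 cells with Gal4–hSF-1 LBD chimera plus Gal4-driven luciferase | compound = 10 µM single point, 1% DMSO | incubation = 20 h compound exposure at 37 °C after 1 h cell settling | measured by = SteadyLite luciferase luminescence | evaluation = percent activation relative to DMSO median and mock-transfected background | control set = DMSO negative control and −SF1 background wells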
# TNAP act mid DEA = human TNAP enzyme activators, primary screen, biochemical, luminescent, intermediate phosphate acceptor level. purified TNAP, CDP-star luminescence, 100 mM DEA, 30 min; hits give high values; scale: 0 levamisole-inhibited, 1 vehicle-only enzyme. AID 813, 2007. activation factor at 20 µM. Alkaline phosphatase, tissue-nonspecific isozyme (Homo sapiens), P05186. 64,000 tested, under 10 active;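 active means activation factor of at least 2 at 20 µM, relative to controls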
# D1 mod = D1 CRE-luciferase signal change, two-sided – cell-based, HEK293 D1, dopamine EC30, D1 allosteric modulator project, primary screen; D(1A) dopamine receptor (Homo sapiens), P21728; hit rate 5.9% among 58,000; AID 641, 2007; B-score at 10 µM; dopamine EC30 potentiation; actives deviate in either direction;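 active means luminescence count or its row- and column-corrected plate score outside the 99.7% band of the plate's sample wells, on either side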
# M1 antag = antagonists of rat M1 muscarinic receptor | hit rate 3.4% among 64,000 | B-score at 10 µM | CHO-M1 cells, Fluo-4 calcium, ACh EC80 antagonist mode; hits give low values | Muscarinic acetylcholine receptor M1 (Rattus norvegicus), P08482;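 active means calcium fluorescence response, raw or row-and-column corrected B-score, differing from the plate sample mean either way at a set confidence level, mostly lower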
# Target sequence (P08482 whole entry, looked up): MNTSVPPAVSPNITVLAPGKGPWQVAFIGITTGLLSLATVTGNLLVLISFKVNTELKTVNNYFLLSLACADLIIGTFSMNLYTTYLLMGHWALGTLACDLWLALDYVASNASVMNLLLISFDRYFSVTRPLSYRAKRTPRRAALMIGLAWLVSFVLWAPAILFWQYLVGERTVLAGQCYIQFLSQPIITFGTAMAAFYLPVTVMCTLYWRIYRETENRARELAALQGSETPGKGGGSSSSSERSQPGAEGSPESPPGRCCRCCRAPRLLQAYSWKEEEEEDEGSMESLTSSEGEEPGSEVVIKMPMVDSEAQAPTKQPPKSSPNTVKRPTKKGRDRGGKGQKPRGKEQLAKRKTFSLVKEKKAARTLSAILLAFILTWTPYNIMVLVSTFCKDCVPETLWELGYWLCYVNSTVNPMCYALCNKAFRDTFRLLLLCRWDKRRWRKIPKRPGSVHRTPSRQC
# The depositor's hits bear a star; . = no result given; [ ] = dose if it differs, or a comment.
SMILES,Ecoli tolC,M1 agonist,NADH enzymes,Jurkat tox 60K,HEK293 NFkB inh,SF1 activator,TNAP act mid DEA,D1 mod,M1 antag
Cc1ccnc(NC(=O)CSc2cc(=O)n(C)c3ccccc23)c1,12,0.77,4%,2,10,-8,0.9,-0.28,0.41
COc1ccc(-c2nnc(-c3cccs3)o2)cc1OC,20,1.1,3%[fluoresces],1,-22,42,0.8,4.6,0.5
CCn1c(C)c2c(C)nnc(C)c2c1C,0,0.37,13%,.,14,1,0.9,0.33,-2.1
CNC(=O)CC(C(=O)O)c1ccc(OCC(C)C)cc1 (configuration not stated),-13,-0.28,1%,-1,6,6,0.9,-0.036,1.1
COc1ccc2c(c1)c(=O)cc(C)n2CC(=O)NCc1ccco1,-20,-0.073,5%,4,15,-30,1,-0.15,-0.53
CCn1cc(C(=O)N2CCN(Cc3ccc4c(c3)OCO4)CC2)c2cc(OC)c(OC)cc2c1=O,14,0.31,10%,.,21,-10,0.9,-1.2,-0.75
Cc1ccc2nc(SCC(=O)NCc3ccco3)c(C#N)cc2c1,-14,-0.51,1%,-1,-20,12,0.9,-0.68,-0.17
CC(C)N1C(=O)CN(C2CCCCCC2)C(=O)C1c1ccccc1F (configuration not stated),-4,1.2,10%,.,-14,44,0.9,0.073,-1.1
Cc1ccc(-n2nnnc2SCC(=O)N2CCc3ccccc3C2)cc1,14,-0.27,3%,9,2,-10,0.9,-0.94,-0.022
CCc1ccccc1OCCCCN1CCCC1,-3,-0.67,8%,6,-5,18,0.9,-3.1*,-4.3*
O/N=C(/Cc1ccccn1)c1ccccc1,-11,-2.2,6%,3,12,-16,0.9,-0.94,0.32
O=C(COC(=O)C1CC(=O)N(Cc2ccccc2)C1)Nc1ccc2c(c1)OCO2 (configuration not stated),-1,0.25,2%,-6,18,-7,0.9,-0.17,0.34

# 3 compounds drawn at random from those above:
SMILES,Ecoli tolC,M1 agonist,NADH enzymes,Jurkat tox 60K,HEK293 NFkB inh,SF1 activator,TNAP act mid DEA,D1 mod,M1 antag
Cc1ccc(-n2nnnc2SCC(=O)N2CCc3ccccc3C2)cc1,14,-0.27,3%,9,2,-10,0.9,-0.94,-0.022
O=C(COC(=O)C1CC(=O)N(Cc2ccccc2)C1)Nc1ccc2c(c1)OCO2 (configuration not stated),-1,0.25,2%,-6,18,-7,0.9,-0.17,0.34
CNC(=O)CC(C(=O)O)c1ccc(OCC(C)C)cc1 (configuration not stated),-13,-0.28,1%,-1,6,6,0.9,-0.036,1.1

# Printed as active in D1 mod, among the entries above:
SMILES | M1 agonist | NADH enzymes | HEK293 NFkB inh | TNAP act mid DEA | D1 mod | M1 antag
CCc1ccccc1OCCCCN1CCCC1 | -0.67 | 8% | -5 | 0.9 | -3.1* | -4.3*

# The listing continues.
SMILES,Ecoli tolC,M1 agonist,NADH enzymes,Jurkat tox 60K,HEK293 NFkB inh,SF1 activator,TNAP act mid DEA,D1 mod,M1 antag
O=C(COc1ccccc1)NCc1nnc(SCC(=O)Nc2nccs2)n1-c1ccccc1,-1,1.3,2%,-6,1,-7,0.9,3.9*,-1.1
Cn1nc(C(=O)Nc2cccc(C(F)(F)F)c2)ccc1=O,-21,0.73,3%,-3,12,-8,1,0.25,0.053
O=C(c1ccco1)N1CCN(C(c2ccc(F)cc2)c2nnnn2Cc2cccs2)CC1 (configuration not stated),9,0.37,8%,-8,22,-1,0.9,-0.62,-0.15
NC(=O)c1ccccc1NS(=O)(=O)Cc1ccc(Cl)cc1,4,-0.76,3%[fluoresces],-3,2,-2,0.9,-0.71,0.5
O=C(Nc1cccc(Cl)c1Cl)c1ccncc1,0,0.34,4%,.,.,.,0.9,0.18,0.16
CCNC(=O)/N=C1/NC(=O)C(C(C)C)O1 (configuration not stated),-9,-0.21,3%,3,1,-1,.,-0.28,0.24
CCOc1cc(C(=O)N(C)c2ccccc2)cc(OCC)c1OCC,6,0.45,2%,2,22,-14,0.8,0.025,-0.77
CCOc1ccc(CN(CCO)CCO)cc1C(=O)OC,-26,1.7,8%,4,1,-16,0.9,.,0.46
Cc1ccc(S(=O)(=O)CC(=O)N(C)C)cc1,-14,2,2%,.,8,-3,0.9,-0.055,0.15
CC(=O)c1cccc(NC(=O)CN(c2ccc(F)cc2)S(C)(=O)=O)c1,-6,-0.51,7%,3,-1,6,0.9,-0.69,0.6
Cc1ccc(C)c(/C(O)=C2\C(=O)C(=O)N(CCCn3ccnc3)C2c2ccncc2)c1 (configuration not stated),-10,0.36,6%,7,13,-6,0.9,-0.56,0.0073
COC(=O)c1cc2ccccc2c(=O)s1,-12,-0.46,4%,2,6,9,0.9,3.2,0.77
O=C1CC(C(=O)NC2CCCCC2)C(c2ccccc2)O1 (configuration not stated),-12,-0.96,1%,4,10,3,1,0.31,0.5
NC(=O)C1CCN(CCC(=O)Nc2ccc(Br)cc2)CC1,0,-0.41,5%,.,.,-7,0.9,.,-1.5
C=CCn1c(SCCCCCC)nc(O)cc1=O,27,0.9,7%,-10,6,1,.,-0.74,0.21
COCC(C)NC(=O)c1cc(-c2ccccc2OC)on1 (configuration not stated),-1,-0.34,7%,-6,7,50,0.9,-1.1,-0.88
Fc1cccc(Cl)c1-c1nnc2ccc(N3CCOCC3)nn12,0,-1.4,6%,2,6,-16,0.9,16*,-0.8
Cc1ccc(-c2nnn(Cc3nc(N)nc(N4CCOCC4)n3)n2)cc1,-20,.,5%,-9,18,-14,0.9,1.7,.
O=C(OCN1C(=O)c2ccccc2C1=O)C1CCCCC1,-6,0.043,2%,0,1,-14,0.8,-0.3,1.4
CN(CC(=O)N1CC=C(c2ccccc2)CC1)S(=O)(=O)c1cnc[nH]1,-1,0.015,5%,6,5,12,0.9,0.39,0.62
O=c1c2c(nc3n1CCCCC3)-c1ccccc1CC21CCCC1,91*,-0.89,7%,-4,10,-6,0.9,-0.19,-8.2*
COc1cc(OC)cc(C(=O)NCC(=O)N2CCC(C)CC2)c1,-8,0.65,0%,-8,3,-5,1,0.87,-0.0092
COc1ccccc1C(=O)Nc1cc(Cl)ccc1O,9,0.76,7%,.,.,-22,0.9,.,0.98
COc1cccc(-c2cc(C(=O)Nc3cc(OC)c(OC)c(OC)c3)no2)c1,13,2.4*,2%,67*,22,6,0.9,2.5,-1.2
Brc1ccc(-c2nnc3sc(CNC4CCCC4)cn23)cc1,-2,-0.043,8%,1,0,-8,0.9,0.77,-0.93
O=C(CSc1ncc(-c2ccc(F)cc2)n1Cc1ccco1)Nc1nccs1,-19,0.88,6%,13,19,2,1,-0.31,-0.34
C=CCn1c(Cc2cccs2)nnc1SCC(=O)Nc1ccc(OC)cc1,-5,-0.0052,6%,3,16,-7,0.9,0.39,-1.2
O=C(OCC(=O)N1CCN(C(=O)c2ccco2)CC1)c1ccccc1C(=O)c1ccccc1,0,0.85,4%,-5,13,8,1,-0.014,-0.052
N#CCCN1CCN(C(=S)c2ccc(-c3cccc(Cl)c3)o2)CC1,22,0.37,1%,1,-9,6,1,1,-0.24
COc1ccc(CCNC(=O)CSc2nc(C)nc3c2oc2ccccc23)cc1OC,3,-0.013,2%,0,15,27,1,1.4,-0.42
CN1CC2(C)CN(C(c3ccccc3)c3ccccc3)CC(C)(C1)C2O (configuration not stated),20,0.076,13%,.,.,3,1,.,0.095
O=C(NCc1ccccc1)c1cc(-n2cnnc2)ccc1Cl,-3,-0.24,10%,-5,-1,3,0.8,-0.35,-0.67
CC(=O)c1c(C)nc(-c2ccc(Cl)cc2Cl)n1O,-11,.,10%,-2,4,10,0.9,-0.37,.
CC1CCCCC1NC(=O)CSc1nnc(CN2CCOCC2)n1C (configuration not stated),-3,13*,1%,4,20,-17,0.9,0.52,1
CCCn1nc(Oc2nc(SC)nc(N(C)C)n2)ccc1=O,16,-0.84,1%,.,.,9,1,.,2*
CCOc1ccc(-c2nnc(-c3snc(-c4ccc(F)cc4)c3N=CN(C)C)o2)cc1,-3,0.026,4%[fluoresces],5,19,-2,1,-0.29,0.18
CC1(C)c2ssc(=S)c2-c2ccccc2N1C(=O)c1ccco1,0,0.55,0%,3,15,4,0.9,-0.92,0.21
C=CCn1c(SCC(N)=O)nnc1-c1cccc(Br)c1,2,1,9%,1,0,2,0.8,-0.68,0.67
COc1ccc2[nH]c(C)c(CCN3C(=O)OC(C)(C)C3(C)O)c2c1 (configuration not stated),-8,-0.015,1%,-5,-6,2,0.8,-0.1,0.11
Cn1c(=NC(=O)c2ccco2)sc2cccc(F)c21,9,-0.41,18%,-4,-34,92*,0.9,0.073,0.84
CC(C)(C)c1cc(C(=O)NCc2ccccc2)ccn1,.,-2,.,16,15,0,0.9,0.35,-4.2*
Cc1nnc(C)n1/N=C/c1cc(Br)cc(Br)c1O,2,27*,4%,.,.,-6,0.9,.,0.71
CCOC(=O)C1(C)NC(c2ccccc2F)C2C(=O)N(c3cccc(C(C)=O)c3)C(=O)C21 (configuration not stated),-13,0.22,4%,-7,9,1,0.8,-0.76,0.43
O=C(c1ccc(S(=O)(=O)N2CCCCC2)cc1)N1CCN(Cc2ccc3c(c2)OCO3)CC1,-11,0.059,3%,8,9,-4,1,0.035,-0.61
COc1ccc(CN(CC(=O)NCc2ccco2)C(=O)CCC(=O)Nc2ccccn2)cc1,-11,0.16,6%,-1,14,-7,1,0.13,0.083
O=C(CSc1nnc(-c2ccco2)n1Cc1ccco1)NCc1cccs1,-3,1.4,6%,-1,11,1,0.9,-0.68,-0.096
CC(C)(C)n1ncc2c(=O)n(CC(=O)Nc3ccc(Cl)cc3)cnc21,52,0.29,7%,1,12,-12,0.9,.,1.4
Cc1cccc(N2C(=O)CC(N3CCN(C(=O)c4ccccc4)CC3)C2=O)c1 (configuration not stated),-3,-1.1,4%,6,7,6,0.9,-0.25,0.39
O=C(COc1ccccc1Cl)NC(=O)NC1CCCC1,24,-0.27,5%,1,-4,53*,0.9,-0.17,-8.7*
COc1ccc(NC(=O)NCCCN2CCc3ccccc3C2)cc1,-19,0.13,4%,-3,17,-3,1,-1.3,-1.4
CC(=O)CSc1ncnc2c1oc1ccccc12,3,-0.28,8%,-11,9,12,0.8,2.8,-0.0092
O=C(O)C1CCN(S(=O)(=O)c2cccnc2)CC1,-16,0.14,7%,4,16,5,1,0.012,1.4
Cc1cc(-c2nnc(-c3ccccc3)c(-c3ccccc3)n2)c(C)o1,27,0.094,8%,-2,7,-3,0.9,1.1,0.58
O=C(Oc1cccc(-n2cnnn2)c1)C1CCCCC1,-10,-0.13,8%,1,8,18,0.9,0.049,0.0029
CC(=O)c1cccc(NC(=O)NCc2cccs2)c1,8,-0.2,4%,-6,13,3,0.9,0.21,0.64
